OXTR ag: activates the human oxytocin receptor; P30559; CHO-OTR cells, Fluo-8 calcium fluorescence; normalized: DMSO 0%, oxytocin 100%; activation, % at 3 µM; hit rate 0.32% among 320,000;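 active means activation above the mean of all tested compounds plus 3 SD, cutoff set per screening run, cut at about 20% in these data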;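 further: peak over basal fluorescence ratio from a 100 s FLIPR kinetic read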
Target sequence (P30559 whole entry, looked up): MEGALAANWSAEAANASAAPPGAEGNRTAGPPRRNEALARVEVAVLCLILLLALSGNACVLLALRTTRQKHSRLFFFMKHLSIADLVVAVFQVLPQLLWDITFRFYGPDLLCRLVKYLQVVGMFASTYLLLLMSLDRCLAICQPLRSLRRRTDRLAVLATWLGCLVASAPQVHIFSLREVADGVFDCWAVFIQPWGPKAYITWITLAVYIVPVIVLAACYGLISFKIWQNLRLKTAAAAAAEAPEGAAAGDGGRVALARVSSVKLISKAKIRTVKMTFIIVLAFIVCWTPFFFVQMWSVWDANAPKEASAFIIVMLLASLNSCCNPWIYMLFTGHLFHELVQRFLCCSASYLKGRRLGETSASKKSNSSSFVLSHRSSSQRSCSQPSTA
CHRM1 antagonist: antagonists of human M1 muscarinic receptor; hit rate 1.3% among 360,000; P11229; CHO-K1 hM1, Fluo-8 calcium fluorescence, ACh EC80 antagonist; inhibition, % at 3 µM;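 active means percent inhibition above its own plate's cutoff, namely the mean of that plate's compound wells plus 3 SD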;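 further: peak over basal fluorescence ratio during 140 s after agonist addition; 0% = ACh EC80 plus DMSO and 100% = DMSO alone without agonist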
Target sequence (P11229 whole entry, looked up): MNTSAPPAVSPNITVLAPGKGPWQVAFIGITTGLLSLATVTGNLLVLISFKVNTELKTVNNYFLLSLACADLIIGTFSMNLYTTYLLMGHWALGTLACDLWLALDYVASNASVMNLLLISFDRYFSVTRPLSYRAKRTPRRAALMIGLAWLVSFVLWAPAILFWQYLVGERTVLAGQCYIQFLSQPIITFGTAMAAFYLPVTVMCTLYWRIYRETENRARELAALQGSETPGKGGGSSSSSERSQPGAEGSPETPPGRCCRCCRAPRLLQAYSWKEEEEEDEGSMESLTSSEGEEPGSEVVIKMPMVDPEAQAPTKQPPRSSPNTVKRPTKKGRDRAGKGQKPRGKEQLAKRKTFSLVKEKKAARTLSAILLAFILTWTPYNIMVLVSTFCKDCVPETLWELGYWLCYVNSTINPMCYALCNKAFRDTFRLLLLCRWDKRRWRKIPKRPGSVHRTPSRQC
M1 ag: agonists of human M1 muscarinic receptor | AID 588814 | CHO-K1 hM1, Fluo-8 calcium fluorescence, agonist mode; 0% DMSO, 100% acetylcholine EC100 | hit rate 0.33% among 360,000 | activation, % at 3 µM | P11229;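 active means activation above the run's mean compound activation plus 3 SD, cut at about 16% in these data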;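 further: peak over basal fluorescence ratio within a 140 s kinetic read after compound addition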
CHO parental Ca: signal in parental CHO cells, OX1R antagonist counter-screen; parental CHO-K1, ATP-induced calcium, Fluo-8 fluorescence; inhibition, % at 5.6 µM; hit rate 0.63% among 330,000; AID 463079;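 active means inhibition above that plate's mean sample inhibition plus 3 SD, cut at about 26% in these data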;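 further: 0% = ATP-challenged DMSO wells and 100% = DMSO wells without ATP; some compounds past the cut are filed as inactive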
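Assay system: untransfected parental CHO cell line. Also added: ATP agonist challenge. Dosing: one dose, 5.6 µM nominal. Measured by: Fluo-8 fluorescence. Read-out: % inhibition. Benchmarks: ATP wells versus no-ATP DMSO wells. Repeats: no replicates.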
V1aR counter: activates human V1a receptor in oxytocin agonist counter-screen; P37288; CHO-V1R cells, Fluo-8 calcium fluorescence, agonist mode; 0% DMSO, 100% 3 nM vasopressin; activation, % at 3 µM; hit rate 0.25% among 320,000;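 active means activation above the mean activation of all tested compounds plus 3 SD, per screening run, cut at about 20% in these data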;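 further: signal is peak over basal fluorescence ratio across a 100 second FLIPR read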
OXTR potentiator: potentiators of human oxytocin receptor | CHO-OTR cells, Fluo-8 calcium fluorescence, potentiator mode; 0% = oxytocin EC15, 100% = EC100 | activation, % at 3 µM | hit rate 0.061% among 320,000 | AID 2445;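 active means activation above that plate's cutoff, the mean activation of tested compounds plus 3 SD, cut at about 6.6% in these data, passing the limit was not always enough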;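 further: 100% uses oxytocin at 75 nM as the full agonist control; some results filed as inactive read as strong as hits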
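Dosing: Single dose, 3.0 µM nominal final compound concentration | Material: Human OTR in CHO cells | Technique: Kinetic Fluo-8 calcium fluorescence | Benchmarks: EC15 oxytocin alone as 0%, 75 nM oxytocin as 100% | Probe or stimulus: Oxytocin at about EC15, sub-maximal agonist stimulus | Incubation: Compound 6 min at room temperature before oxytocin, 100 s read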
M1 PAM: positive allosteric modulators of human M1 muscarinic receptor; CHO-K1 hM1, Fluo-8 calcium fluorescence, ACh EC20; 0% = ACh EC20, 100% = maximal ACh; activation, % at 3 µM; hit rate 0.088% among 360,000; AID 588819; in the data active means activation above about 19%, passing the limit was not always enough
TAAR1 ag: agonists of human TAAR1 | CHO RD-HGA16 TAAR1, Fluo-8 calcium fluorescence; vehicle wells 0%, saturating PEA agonist 100% | AID 624467 | hit rate 0.99% among 360,000 | activation, % at 3 µM;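 active means activation above the mean activation of all test compounds in the run plus 3 SD, cut at about 38% in these data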
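System: CHO-derived RD-HGA16 cells with stable Gα16 and human TAAR1. Times: 17-24 h plating, Fluo-8 75 min 37 °C, 30 min RT. Measured by: calcium-sensitive Fluo-8 signal, excitation 470-495, emission 515-575 nm. Read-out basis: % activation relative to PEA EC100 response. Control set: DMSO and PEA EC100. Repeats: no replicates (n 1).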
TAAR1 antagonist: human TAAR1 antagonism | Q96RJ0 | inhibition, % at 3 µM | hit rate 1.5% among 360,000 | CHO RD-HGA16 TAAR1, Fluo-8 calcium fluorescence, antagonist;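 active means inhibition above a per-plate cutoff, the mean inhibition of test compounds on that plate plus 3 SD, cut at about 49% in these data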;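 further: 0% = DMSO plus EC80 beta-PEA response and 100% = DMSO alone without agonist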
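Material: RD-HGA16 CHO cells with stable hTAAR1 and Gα16; Dosing: single nominal final test compound concentration of 3 µM; Schedule: seeding 17-24 h prior, 75-min 37 °C, 30-min RT dye loading; Detection: kinetic Fluo-8 calcium fluorescence measurement; Measure: % inhibition from peak post-agonist over basal fluorescence ratio; Benchmarks: vehicle and agonist controls.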
* marks the source's active call; other numbers are inactive results; x = not tested or not shown.

SMILES	OXTR ag	CHRM1 antagonist	M1 ag	CHO parental Ca	V1aR counter	OXTR potentiator	M1 PAM	TAAR1 ag	TAAR1 antagonist
CCCCNC(=O)CSc1nnc(-c2ccco2)n1C	-0.4	-17	-1	-8	0.7	-1	-3	15	8
O=C(Nc1ccc(NC(=O)c2ccc(Cl)cc2Cl)cc1)c1ccc2c(c1)OCO2	0.6	-14	0	-8	1.3	-1	16	-2	-6
CCOC(=O)c1[nH]cnc1N=Nc1c(O)ccc2ccccc12	-1.7	-1	-4	-9	-0.6	-3	-1	3	-8
N#CCC(=O)N/N=C1\CCCCC1C1CCCCC1 (configuration not stated)	0.6	-9	-8	0	0.9	-5	6	27	-25
CC(=O)N1c2ccc(S(=O)(=O)N3CCC(C(=O)Nc4cc(C)ccn4)CC3)cc2CC1C (configuration not stated)	2.7	-3	-5	-22	3.3	-1	-3	2	4
O=C(c1ccccc1)C1(c2ccccc2)OC1c1ccccc1 (configuration not stated)	x	-12	-7	x	x	x	0	2	14
CCOC(=O)C1CCN(c2cc(C)nc3cc(-c4cccc(F)c4)nn23)CC1	0.3	2	-3	-20	-0.1	-1	3	6	-6
C/C(=N\OCC(=O)OCC(=O)NC(=O)c1ccccc1)c1ccc2c(c1)OCO2	0.2	-10	-3	-21	1.8	-2	5	0	8
CCN(C(=O)CN1C(=O)S/C(=C\c2ccc(Cl)cc2)C1=O)C1CCS(=O)(=O)C1 (configuration not stated)	1.8	-3	-3	9	2.5	-1	4	6	-22
Cc1cn(S(=O)(=O)c2cc(Br)ccc2Br)cn1	1.3	5	-5	-8	0.9	-4	3	4	-8
COC(=O)c1ccc(COc2ccc(-c3nnn(CC(N)=O)n3)cc2)cc1	1.0	-7	-7	-9	0.4	-2	10	3	-4
O=C(NNS(=O)(=O)c1ccccc1)c1cc2cc3ccccc3nc2s1	-0.9	-5	-3	-10	-0.5	-17	3	4	-13
CCOc1ccccc1N(CC(=O)NCC1CCCO1)C(=O)CCC(=O)Nc1ccccn1 (configuration not stated)	x	2	5	x	x	x	12	9	-8
CCCCSCCCNC(=O)c1ccc2c(c1)N(CC)C(=O)c1ccccc1S2=O (configuration not stated)	-2.2	-12	-10	-24	-1.0	-17	1	2	-7
CC(C)CCN1CCN(Cc2ccoc2)CC1CCO (configuration not stated)	0.3	-2	-4	-9	0.9	-1	3	0	-13
CC1(C(=O)Nc2cnc3ccccc3c2)CCN1C(=O)CCc1ccccc1 (configuration not stated)	x	-5	-3	x	x	x	-1	3	-23
Cc1ccc(-n2cc(CN3CCNC(=O)CC3)c(-c3ccc(F)cc3)n2)cc1	4.0	-16	-3	-17	1.1	-2	9	0	-2
Cc1nn(-c2ccccc2)c(C)c1NC(=O)COc1ccc(F)cc1Cl	3.8	-6	-2	-6	3.8	-5	6	5	-6
O=C(O)c1ccc(S(=O)(=O)c2ccc3c(c2)C(=O)N(NC(=O)c2cccnc2)C3=O)cc1	0.1	-3	-2	26	0.9	-5	1	-1	2
CC1CN(C(=S)Nc2ccccc2)N(c2ccccc2)C1 (configuration not stated)	-2.2	-2	-10	2	-1.6	7	7	9	-6
O=C(CSC1=NNC(c2ccccn2)S1)Nc1ccc(C(F)(F)F)cc1 (configuration not stated)	4.5	-12	4	-5	2.4	-17	11	14	9
COc1ccccc1C(=O)Nc1nc2ccccc2s1	-1.1	31*	-6	-36	0.3	-12	-17	2	-23
O=C(CSc1ncccn1)NC(=O)NCc1ccco1	0.1	20	-1	-2	-1.1	-7	-5	0	11
CCN(CC(=O)NCc1ccc(Cl)cc1)C(=O)CSCC(=O)Nc1ccc(C)cc1	9.5	4	-2	-22	2.7	-8	2	5	-40
CC1(C(=O)OCC(=O)NC(=O)NCc2ccccc2)CC1(Cl)Cl (configuration not stated)	-2.0	-4	-6	-20	-0.8	-7	8	2	15

3 of the entries above in order of the M1 PAM value, low to high.
| SMILES | M1 PAM |
| --- | --- |
| O=C(c1ccccc1)C1(c2ccccc2)OC1c1ccccc1 (configuration not stated) | 0 |
| CCOC(=O)C1CCN(c2cc(C)nc3cc(-c4cccc(F)c4)nn23)CC1 | 3 |
| O=C(Nc1ccc(NC(=O)c2ccc(Cl)cc2Cl)cc1)c1ccc2c(c1)OCO2 | 16 |

Following part:
SMILES	OXTR ag	CHRM1 antagonist	M1 ag	CHO parental Ca	V1aR counter	OXTR potentiator	M1 PAM	TAAR1 ag	TAAR1 antagonist
CCn1c(/C=C\c2ccccc2C)nc2ccccc2c1=O	-2.4	-1	-7	-27	-1.1	-3	3	12	3
CC(C)NC(=O)NC(=O)COC(=O)/C=C/c1ccccc1[N+](=O)[O-]	-1.4	-4	0	-9	0.4	0	-1	1	0
O=C(O)c1cc(-c2cc(C(=O)O)c3ccccc3n2)nc2ccccc12	2.5	x	x	-5	1.4	-9	x	x	x
O=[N+]([O-])c1ccccc1/C=C/CN1CCCC(CO)C1 (configuration not stated)	1.1	-5	-9	-6	-0.1	1	3	3	5
COc1ccc(COC(=O)c2cc(S(=O)(=O)N3CCCCC3)ccc2N2CCOCC2)cc1	-0.6	5	-1	-10	-0.3	0	6	-1	1
Cc1ccc(-c2ccc(=O)n(Cc3ccc(F)cc3Cl)n2)cc1	x	-14	-4	x	x	x	10	4	-5
COc1cc(OC)cc(C(=O)NC(C(=O)N2CCc3ccccc3C2)C(C)C)c1 (configuration not stated)	-0.2	2	-6	-35	0.3	-4	2	-1	-13
Cc1ccc(C(=O)O/N=C(\N)Cc2cccs2)c(Cl)c1	-0.5	-1	-2	-6	0.2	-12	-1	x	x
CCCC(C)NC(C)C(=O)NC1CCCC1 (configuration not stated)	1.4	1	-7	19	1.7	-9	3	0	3
CCOCCCn1c(=S)[nH]c2ncccc2c1=O	0.3	-8	-3	-5	2.2	-13	8	13	-2
CN(CC(=O)Nc1c(Cl)cccc1Cl)C(=O)Cc1ccc2c(c1)CCC2	-2.2	-8	-6	-12	-1.4	6	7	0	-18
CCN1CCN(C(=S)c2ccc(SC)cc2)CC1	0.6	-9	-7	-10	-1.1	-1	5	19	5
COc1ccc(C#Cc2c(-c3ccc(OC)cc3)oc3ccc(-c4ccc(OC)cc4)cc23)cc1	0.8	-2	-4	-9	0.5	0	4	2	1
Cc1nn(CCc2nn[nH]n2)c2nc(-c3ccccc3)cc(C(F)(F)F)c12	1.9	-6	8	-6	3.1	-7	7	5	-2
COc1ccc(CCC(=O)Nc2cccc(S(=O)(=O)N3CCCCCC3)c2)cc1OC	6.1	-2	1	-12	10	-10	-5	12	28
O=C(CCNC(=O)Cn1ccc2ccccc2c1=O)NCCCN1CCN(c2ccccc2F)CC1	-0.1	-4	-7	6	-0.2	-7	1	4	6
CCOC(=O)N1CCN(C(=O)Cn2nc(C)c3sc4ccccc4c3c2=O)CC1	-2.5	-6	-2	-9	0.1	-15	6	5	0
COc1ccccc1CN1CCNC(=O)C1CC(=O)NCc1c(C)n[nH]c1C (configuration not stated)	0.8	-6	-11	-5	1.6	-9	14	8	16
Cc1cc2nccc(-c3ccncc3)n2n1	0.5	-10	1	-20	-0.2	-3	12	4	-16
NS(=O)(=O)c1cc(C(=O)OCC(=O)Nc2ccc(Cl)cc2[N+](=O)[O-])ccc1Cl	2.8	-2	-3	-6	5.8	-10	3	6	16
Cc1ccc(NC(=O)Nc2nnc(Cc3ccc([N+](=O)[O-])cc3)s2)cc1	0.5	1	1	-5	1.5	-7	9	3	7
CCn1c(NC(=O)/C=C/c2ccc(F)cc2)nc2ccccc21	-1.4	-2	-4	-24	-0.8	-13	3	5	7
Cc1ccc(NC(=O)c2ccccc2Cl)cc1-n1cnnn1	1.3	1	-6	-5	1.1	-15	3	3	-4
O=C(CSC1=NNC(c2ccccn2)S1)Nc1ccccc1 (configuration not stated)	0.7	-12	0	-14	0.7	-1	9	1	-28
COc1ccc(S(=O)(=O)N2CCN(Cc3cc(OC)c(O)c(OC)c3)CC2)cc1	-1.2	-8	-4	-15	0.5	-14	0	3	-13

Additional entries follow.
SMILES	OXTR ag	CHRM1 antagonist	M1 ag	CHO parental Ca	V1aR counter	OXTR potentiator	M1 PAM	TAAR1 ag	TAAR1 antagonist
C1=Cc2ccccc2Nc2ccccc21	-2.1	8	-3	-16	-0.8	-3	4	-1	-29
Cc1ccc2c(c1)-c1c(cnn1CC(=O)NC(C)CCc1ccco1)CO2 (configuration not stated)	-1.3	-10	-4	-13	0.0	-8	3	0	-14
OC[C@@H]1CN(Cc2ccc(Cl)cc2)C[C@H](n2cnc3c(NC4CC4)ncnc32)O1	x	-5	-2	x	x	x	5	1	5
Cc1nn(C)cc1S(=O)(=O)NCc1ccc2c(c1)OCO2	-0.8	-8	-2	-6	0.7	-11	5	2	-15
O=C(O)c1cccc(N2C(=O)/C(=C/c3ccc([N+](=O)[O-])cc3)C=C2c2ccccc2)c1	2.1	-1	-4	5	1.4	-11	3	7	-2
Cn1c(C(=O)N2CCN(Cc3ccc4c(c3)OCO4)CC2)cc2c(=O)n(C)c3ccccc3c21	-2.7	14	-10	-25	-0.5	-11	-10	3	-7
Cc1ccc(NC(=O)CCC(=O)Nc2nnc(C3CCCCC3)s2)cc1	-0.6	-10	0	-24	2.1	-5	12	2	3
CC(C)c1ccc(N=C2N=C(N)c3ccccc32)cc1	0.1	-5	-4	-1	0.1	-2	10	-2	0
CSc1c(CC(=O)NCCO)n(C)c2ccccc12	-1.2	-11	-6	0	0.3	0	12	0	-14
O=C1CSC(=S)N1c1ccc(Cl)c(Cl)c1	x	20	-2	x	x	x	-10	16	0
COc1cc(NC(=O)c2cc(-c3ccc4c(c3)OCO4)on2)cc(OC)c1OC	2.5	2	0	-11	3.6	-9	0	4	-7
Cc1ccn2c(-c3csc(NCc4ccco4)n3)c(C)nc2c1	5.1	-1	-3	15	4.5	-27	-1	4	11
O=C(NCCN1CCOCC1)C1CCC(=O)N1Cc1ccccc1Cl (configuration not stated)	0.7	-13	-5	-6	-0.3	3	7	2	-7
CN(C)CCNC(=O)c1cccc(-c2cnc3c(NC=O)cc(-c4cccc(F)c4)cn23)c1	x	-7	-8	x	x	x	-8	3	-7
